MsrA inh – bovine MsrA enzyme inhibitors, primary screen, biochemical, absorbance, HTS. Methionine sulfoxide reductase A (Bos taurus). purified bovine MsrA, absorbance read-out. inhibition, % at 15.5 µM. 360,000 compounds, 0.75% hits. AID 651718, 2012; in the data active = inhibition above about 4.5%;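 also: 0% = vehicle wells with enzyme and 100% = reference inhibitor wells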
FAS TE block – FAS thioesterase domain inhibitors, primary screen, biochemical, fluorescence intensity, uHTS | Fatty acid synthase (Homo sapiens), P49327 | recombinant FAS-TE, OMFH fluorogenic substrate, fluorescence endpoint | 360,000 compounds, 0.67% hits | inhibition, % at 15 µM | AID 602261, 2012;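 active = compounds whose normalised, plate-corrected inhibition of enzyme fluorescence in the single-dose primary screen is 50% or more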;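 also: 0% = DMSO with enzyme and 100% = substrate without enzyme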
Tb MetRS inh – T. brucei MetRS inhibitors, primary screen, biochemical, luminescence; methionyl-tRNA synthetase (Trypanosoma brucei brucei); inhibition, % at 11.9 µM; 360,000 compounds, 0.4% hits; AID 624268, 2012; purified T. brucei MetRS, ATP depletion, Kinase-Glo luminescence;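 active = inhibition above a per-plate cutoff of the control wells' mean inhibition plus 3 SD, cut at about 5.5% in these data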;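 also: 0% = DMSO wells median and 100% = median of wells with control inhibitor compound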
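Measured by: Kinase-Glo luciferase luminescence reporting remaining unconsumed ATP. Material: purified T. brucei MetRS enzyme. Doses: 11.9 µM compound single dose, 0.9% DMSO. Medium: HEPES buffer containing pyrophosphatase, BSA, spermine, DTT. Times: 15 min preincubation, 2 h reaction, all 25 °C. Reagent: methionine, ATP and bulk E. coli tRNA.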
E coli Lon inh – inhibitors of E. coli Lon protease, primary screen, biochemical, fluorescence polarization. P0A9M0. purified E. coli Lon protease. inhibition, % at 7.94 µM. 360,000 compounds, 0.42% hits. AID 602123, 2011; in the data active = inhibition above about 13%, passing the limit was not always enough;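 also: 0% = enzyme with probe and DMSO and 100% = no enzyme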
Rin1-Abl PPI inh – inhibitors of Rin1-Abl protein binding, primary screen, biochemical, TR-FRET; Tyrosine-protein kinase ABL1 (Homo sapiens) + Ras and Rab interactor 1 (Homo sapiens), …; 360,000 compounds, 0.4% hits; AID 588664, 2011; inhibition, % at 7.35 µM; in the data active = inhibition above about 5%, passing the limit was not always enough
Neddylation inh – inhibitors of cullin neddylation, primary screen, biochemical, TR-FRET, uHTS, NAE and Ubc12. calls only at 25 µM. 360,000 compounds, 0.58% hits; in the data active = inhibition above about 36%
Target sequence (P61081 whole entry, looked up): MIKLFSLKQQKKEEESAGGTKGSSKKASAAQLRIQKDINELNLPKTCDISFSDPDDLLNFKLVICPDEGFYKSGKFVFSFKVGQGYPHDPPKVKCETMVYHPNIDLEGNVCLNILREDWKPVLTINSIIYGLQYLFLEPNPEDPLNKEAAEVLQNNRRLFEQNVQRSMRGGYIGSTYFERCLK
Target sequence (Q13564 whole entry, looked up): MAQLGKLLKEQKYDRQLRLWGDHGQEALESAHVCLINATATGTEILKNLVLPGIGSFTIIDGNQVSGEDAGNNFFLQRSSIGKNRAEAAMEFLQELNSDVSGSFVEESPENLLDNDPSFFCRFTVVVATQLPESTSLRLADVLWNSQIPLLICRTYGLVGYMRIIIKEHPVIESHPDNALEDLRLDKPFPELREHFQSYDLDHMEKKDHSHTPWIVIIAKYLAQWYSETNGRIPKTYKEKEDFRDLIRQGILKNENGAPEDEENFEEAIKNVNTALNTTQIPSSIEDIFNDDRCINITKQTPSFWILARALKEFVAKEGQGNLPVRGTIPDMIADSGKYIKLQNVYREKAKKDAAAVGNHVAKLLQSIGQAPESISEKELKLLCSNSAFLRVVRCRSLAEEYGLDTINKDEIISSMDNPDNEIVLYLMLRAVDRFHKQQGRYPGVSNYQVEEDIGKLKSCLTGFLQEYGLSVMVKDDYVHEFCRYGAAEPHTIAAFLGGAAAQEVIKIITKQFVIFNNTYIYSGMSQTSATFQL
MLLE-PAM2 inh – inhibitors of PABP1 MLLE–PAM2 peptide binding, primary screen, biochemical, fluorescence polarization, FITC-PAM2, GST-MLLE | Polyadenylate-binding protein 1 (Homo sapiens), P11940 | inhibition, % at 20 µM | 360,000 compounds, 0.36% hits | AID 588489, 2011; in the data active = inhibition above about 35%, passing the limit was not always enough;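 also: plate controls were DMSO wells with GST-MLLE for no effect and wells lacking GST-MLLE protein for full effect; some results filed as inactive read as strong as hits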
bovine MsrA act – bovine MsrA enzyme activators, primary screen, biochemical, absorbance, HTS; Methionine sulfoxide reductase A (Bos taurus); AID 602163, 2012; 360,000 compounds, 0.3% hits; activation, % at 10.6 µM; purified bovine MsrA, absorbance read-out; in the data active = activation above about 7.5%;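 also: 0% = vehicle and 100% = reference activator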
CSN inh – inhibitors of CSN-mediated cullin deneddylation, primary screen, biochemical, fluorescence polarization, uHTS. 360,000 compounds, 0.38% hits. COP9 signalosome complex subunit 5 (Homo sapiens), Q92905. Purified CSN, SCF-Nedd8-OG deneddylation. inhibition, % at 12.5 µM;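 active = pattern-corrected inhibition above about 35%, with an unprinted fluorescence ratio check between 0.5 and 1.5, limit read from the data, passing the limit was not always enough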;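 also: 0% = enzyme with substrate and 100% = substrate without enzyme; some results filed as inactive read as strong as hits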
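Material: human Csn5 produced in HEK293T cells; Input: enzyme 0.24 nM; Reagent: SCFSkp2-Nedd8OG substrate at 10 nM final; Dosing: 12.5 µM compound; Incubation: 90 min reaction at room temperature; Detection: fluorescence polarization of the substrate; Evaluation: % inhibition of substrate cleavage by Csn5; Control set: substrate-only high control, full reaction low control.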
Numbers without * were called inactive; i = inactive; nt = not tested or not shown.

[1] CCCCCN(C(=O)CCC(=O)OCC(=O)N1CCCCC1C)c1c(N)n(CCCC)c(=O)[nH]c1=O (stereo not drawn)
[2] Oc1ccc(NCc2ccccc2OCc2ccccc2)cc1
[3] Cc1cccc(-c2nnc(SCC(=O)NCc3ccc4c(c3)OCO4)n2C)c1
[4] CSc1ccc(C(=O)N2CCC(CCC(=O)NC3CC3)CC2)cc1
[5] O=C(N/N=C\c1cc2c(cc1[N+](=O)[O-])OCO2)c1cccs1
[6] Cc1ccc(C)c(NC(=O)COC(=O)CC2CC3CCC2C3)c1 (stereo not drawn)
[7] Cc1cc(C(=O)COC(=O)C23CC4CC(CC(O)(C4)C2)C3)c(C)n1-c1c(C)n(C)n(-c2ccccc2)c1=O
[8] CCOc1cccc(=O)c2c(C)n(C)c(C)c12
[9] CCCNC(=O)CN(c1ccc(F)cc1)S(=O)(=O)c1ccc2c(c1)OCCO2
[10] Cc1ccc2c(C)nc(N/C(N)=N/S(=O)(=O)c3ccc([N+](=O)[O-])cc3)nc2c1
Compound	1	2	3	4	5	6	7	8	9	10
MsrA inh	-0.5	-0.8	-0.8	0.4	0.6	-0.9	-0.4	-1.2	-0.3	-0.9
FAS TE block	1	8	-3	-3	1	5	-4	-7	-3	52*
Tb MetRS inh	0.3	0.6	-1.1	0.1	-0.3	-0.5	0.7	-0.2	-0.6	-1.4
E coli Lon inh	-4	12	3	-7	0	9	5	11	-4	-4
Rin1-Abl PPI inh	3	3	-2	1	-6	3	-3	-1	0	-5
Neddylation inh	i	i	i	i	i	i	i	i	i	i
MLLE-PAM2 inh	-37	-8	-9	14	0	-3	4	23	0	17
bovine MsrA act	-1	0	2	-1	-3	-6	-2	-6	-2	-8
CSN inh	2	28	3	4	2	-4	7	4	6	-2

[11] COc1cc(C(=O)N2CCCCCCC2)ccc1OC1CCN(C(C)=O)CC1
[12] CCC(=O)Nc1c(OC(=O)CC)ccc2c(C)cc(=O)oc12
[13] CNC(=O)CSc1ncnc2c1cnn2-c1ccccc1
[14] O=C1CS(=O)(=O)N(Cc2ccc(F)cc2)c2ccccc21
[15] O=C(C[C@H]1C[C@H](C(=O)N2CCCCC2)[C@@]2(CCc3ccccc3)c3[nH]c4ccc(Cl)cc4c3CCN2C1=O)NCCC1=CCCCC1
[16] CC1=C(C(=O)Nc2ccc(Cl)cc2C(=O)N2CCC(C(N)=O)CC2)SCCO1
[17] CN(C)C(=O)CSc1nc2ccccc2c(=O)[nH]1
[18] COc1cc(-c2n[nH]c(=S)n2-c2ccc(C)cc2)cc(OC)c1OC
[19] Cn1c(SCC(=O)NC2CCCC2)nc2c(c1=O)SCC2
[20] COc1ccc(-c2nc3c4ccccc4ccn3c2Cc2ccccc2C(F)(F)F)cc1OC
Compound	11	12	13	14	15	16	17	18	19	20
MsrA inh	0.5	1.1	-0.9	0.2	-0.1	0.6	-1.2	-0.3	1.8	2.7
FAS TE block	-6	-8	-7	-6	0	-2	-8	-2	-2	20
Tb MetRS inh	-0.2	-1.1	-0.3	0.4	-1.2	0.0	-0.7	-0.6	-0.4	-0.1
E coli Lon inh	-7	3	0	8	-2	-7	-3	-6	4	-10
Rin1-Abl PPI inh	0	-2	-11	-1	-2	2	0	0	0	4
Neddylation inh	i	nt	i	i	i	i	i	i	i	i
MLLE-PAM2 inh	-10	-4	16	16	-1	13	10	-9	10	-10
bovine MsrA act	-4	-10	-8	-1	-2	-4	-3	1	-6	-6
CSN inh	4	-8	-5	-3	4	-1	-1	-3	-1	1

[21] COc1ccc(/C=N/NC(=O)c2ccc(COc3cccc4cccnc34)cc2)cc1OC
[22] CC(Cc1cccs1)NC(=O)c1cccs1 (stereo not drawn)
[23] O=C(Nc1ccc(N2CCOCC2)nc1)c1ccc(Cl)cc1
[24] Cc1ccccc1CN1CCN(Cc2ccc3cccc(F)c3n2)CC1CCO (stereo not drawn)
[25] CN(Cc1cccs1)C(=O)COc1ccc(-c2nnco2)cc1
[26] COCC1CCCN(C(=O)c2cc(COc3ccc4ncccc4c3)on2)C1 (stereo not drawn)
[27] CCCCCCCCS(=O)c1sc2nc(C)cc(C)c2c1N (stereo not drawn)
[28] CN(Cc1cccs1)C(=O)CCCc1c[nH]c2ccccc12
[29] CN(C)CC(c1ccccc1)c1ccccc1
[30] CCN(CC(=O)N1CCc2ccccc2C1)S(=O)(=O)c1ccc2ccccc2c1
Compound	21	22	23	24	25	26	27	28	29	30
MsrA inh	4.9*	-0.1	0.6	0.8	0.1	0.0	1.6	0.6	0.6	-0.1
FAS TE block	15	-4	-4	-1	-5	-4	6	5	-6	24
Tb MetRS inh	0.3	-0.7	-0.4	-0.7	-0.5	-0.1	-0.5	0.4	0.0	-0.5
E coli Lon inh	11	4	8	14	8	-4	-2	6	-3	-5
Rin1-Abl PPI inh	-3	-1	0	0	-2	-1	0	1	-1	-4
Neddylation inh	i	i	i	i	i	i	nt	i	i	i
MLLE-PAM2 inh	-12	0	7	4	-14	4	10	2	8	4
bovine MsrA act	-3	-8	-2	-3	-2	-3	0	0	-4	5
CSN inh	3	3	-5	4	-3	0	7	1	6	0

[31] O=C(NC1CCCCC1)N1CCCC(c2nc3ccccc3[nH]2)C1 (stereo not drawn)
[32] CCOC1=C2CN(S(=O)(=O)c3ccc(C)cc3)[C@H](c3ccccc3)C[C@@H]2N(S(=O)(=O)c2ccccc2)[C@H](c2ccccc2)C1
[33] Cc1ccc(S(=O)(=O)Oc2ccc(/C=C(/NC(=O)c3ccccc3)C(=O)NCC(=O)O)cc2)cc1
[34] CSc1cccc(NC(=O)NCc2cccc(CNC(=O)Nc3cccc(SC)c3)c2)c1
[35] O=C(NCCc1ccncc1)C(F)(F)F
[36] CC(=O)Nc1ccc(S(=O)(=O)N(C)CC(=O)Nc2cccc(S(=O)(=O)N3CCCC3)c2)cc1
[37] CCc1ccc(OCC(=O)N2CCc3ccccc32)cc1
[38] O=C(Cc1c[nH]c2ccccc12)NCc1ccccc1F
[39] NS(=O)(=O)c1ccc(NC(=O)COC(=O)CCc2ccccc2)cc1
[40] COC(=O)c1ccc(CSc2nnc3nc(C)cc(C)n23)cc1
Compound	31	32	33	34	35	36	37	38	39	40
MsrA inh	0.3	-0.4	1.8	0.7	-0.6	0.7	0.0	0.0	0.6	-0.5
FAS TE block	-7	29	0	25	-12	1	7	-6	-2	2
Tb MetRS inh	9.2*	-0.1	-0.7	-0.2	0.3	-0.1	-0.2	0.0	-0.6	-0.1
E coli Lon inh	4	-3	-6	3	-4	-14	-9	2	-9	-2
Rin1-Abl PPI inh	-1	1	8	-4	-1	3	-1	-1	0	3
Neddylation inh	i	i	i	i	i	i	i	i	i	i
MLLE-PAM2 inh	2	3	4	-2	11	-7	4	12	-16	-1
bovine MsrA act	-2	-1	-9	-4	-2	-2	-4	0	-3	-5
CSN inh	2	-1	-9	4	1	4	2	-3	-1	2

[41] COc1cc(/C=C/C(=O)O)cc(S(=O)(=O)Nc2cc(S(=O)(=O)N3CCCCC3)ccc2Cl)c1OC
[42] O=C(Cc1cccc(NC(=O)C2CCCN(C(=O)C3CCC3)C2)c1)Nc1ccc(C(=O)N2CCOCC2)cc1 (stereo not drawn)
[43] Cc1ccc2c(c1)c1nnc(SCC(=O)N3CCN(c4ccc(F)cc4)CC3)nc1n2CC(=O)O
[44] COc1cc(N2C(=O)c3ccccc3C2=O)c(Cl)cc1C(=O)OCC(=O)NCc1ccco1
[45] C#CCNC(=O)C1=C[C@@H](c2ccccc2)C[C@@H](OCCCCO)O1
[46] COc1ccccc1N1CCN(C2CCCN(C(=O)CC(F)(F)F)C2)CC1 (stereo not drawn)
[47] O=C(CN1CCN(C(=O)c2cccc(S(=O)(=O)N3CCCC3)c2)CC1)Nc1ccc(F)cc1
[48] Cc1nc2ccccc2c(=O)n1NC(=O)c1ccc(F)cc1Cl
[49] O=C(CNS(=O)(=O)N1CCOCC1)N/N=C/c1cccnc1
[50] CC1(C(=O)NCc2ccco2)Cc2c(-c3ccc(C(N)=O)cc3)ccnc2O1 (stereo not drawn)
[51] Cc1cc2c(n1-c1ccc(C(N)=O)cc1)CC(C)(C)CC2=O
Compound	41	42	43	44	45	46	47	48	49	50	51
MsrA inh	0.8	-0.9	3.6	0.1	0.9	0.3	1.1	0.4	1.6	2.1	0.7
FAS TE block	-1	-9	1	-4	-12	-4	-2	-9	-8	-1	5
Tb MetRS inh	0.6	-0.5	0.0	-1.4	-0.2	-0.7	-0.1	-0.1	-1.7	-0.3	0.1
E coli Lon inh	4	-8	2	-3	3	0	-8	-6	-4	-9	8
Rin1-Abl PPI inh	0	1	-4	-2	4	-1	1	6	4	-1	-5
Neddylation inh	i	i	i	i	i	i	i	i	i	i	i
MLLE-PAM2 inh	11	8	17	-15	-4	-17	0	6	1	-1	1
bovine MsrA act	-3	4	-4	-8	-1	-5	-6	0	-9	-1	1
CSN inh	-3	-3	4	-8	-2	1	2	1	2	0	-2

Of the compounds above, these have a nitro group on carbon:
[5] O=C(N/N=C\c1cc2c(cc1[N+](=O)[O-])OCO2)c1cccs1
[10] Cc1ccc2c(C)nc(N/C(N)=N/S(=O)(=O)c3ccc([N+](=O)[O-])cc3)nc2c1
Compound	5	10
MsrA inh	0.6	-0.9
FAS TE block	1	52*
Tb MetRS inh	-0.3	-1.4
E coli Lon inh	0	-4
Rin1-Abl PPI inh	-6	-5
Neddylation inh	i	i
MLLE-PAM2 inh	0	17
bovine MsrA act	-3	-8
CSN inh	2	-2

Bioassay records (PubChem BioAssay)
